CSM14.1 death rescue: protection against thapsigargin-triggered cell killing – 384-well, CSM14.1, ATP luminescence, primary screen (AID 1222). cellular ATP content (survival), % at 20 µM; hits with a dose series show EC50 in µM. 190,000 tested, under 10 active. CSM14.1 thapsigargin-induced death rescue, ATP luminescence; higher % means a stronger effect;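 active means EC50 below 50 µM in the dose-response confirmation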;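 further: death triggered by thapsigargin at about 15 µM added after 2 h compound pretreatment; cell ATP read after overnight thapsigargin exposure of roughly 18 to 22 hours; normalized against plate controls of thapsigargin alone and 5% DMSO vehicle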
Lipid droplet: modulators of hepatic lipid droplet formation. hit rate 0.4% among 240,000. inhibition, % at 6.5 µM. AML12 mouse hepatocytes, oleate lipid droplets, BODIPY imaging. AID 1656;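 active means lipid droplet intensity inhibited by at least 50%, with more than 500 cells counted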
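Assay system: AML12 hepatocytes (mouse) / Also added: 100 µM oleic acid challenge / Times: overnight treatment with compound plus oleate / Detection: high-content imaging of BODIPY-stained droplets and DAPI nuclei / Evaluation: % inhibition of lipid droplet signal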
XIAP displacement: XIAP antagonists, biochemical, IAP family, fluorescence polarization (AID 1018) | XIAP BIR domain, fluorescence polarization peptide displacement; higher % means a stronger effect | displacement, % at 20 µM, or IC50 in µM where a hit was titrated | hit rate 0.007% among 200,000; in the data active means displacement above about 50%; further: a part of the inactive calls stands beside numbers as strong as those of hits
bCat nuc transl: beta-catenin nuclear translocation modulation. HeLa beta-catenin nuclear translocation, immunofluorescence imaging. nuclear translocation activity, % at 5 µM. hit rate 0.3% among 190,000. AID 1665;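 active means nuclear translocation activity above 50% at 5 µM, with a well cell count of 50 or more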;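 further: per-cell ratio of nuclear to cytoplasmic median beta-catenin stain intensity; plate controls were DMSO negative control for no effect and GSK-3 inhibitor IX positive control for full effect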
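System: HeLa cells, endogenous beta-catenin; compound dosing: 5 µM primary single dose, 0.1% DMSO, 0.02–20 µM confirmation series; incubation: 24 h compound exposure at 37°C, 5% CO2; signal: beta-catenin immunofluorescence imaging with DAPI; evaluation: % activation, nuclear-to-cytoplasmic median beta-catenin signal ratio per cell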
WT yeast gro inh: growth inhibition of WT yeast, mitochondrial fusion screen; mitochondrial fusion phenotypic screen, WT strain; inhibition, % at 10 µM; hit rate 2.1% among 190,000; in the data active means inhibition above about 58%; tested in S. cerevisiae
Autophagy HCS: alters autophagy in cells | MEF GFP-LC3 puncta imaging; test concentration mostly 10 µM | hit rate 0.98% among 190,000 | calls only at 10 µM (by protocol);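 active means percentage of spot-positive cells more than 3 SD above its plate mean, without a fluorescence outlier flag or 80% toxicity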;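 further: spot-positive cell cutoff set from DMSO-treated cells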
MT stabilizer: microtubule stabilization, imaging screen | HeLa tubulin immunostaining HCS, 24 h; share of cells brighter than vehicle mean+2SD | % tubulin-high responders, % at 10 µM | hit rate 0.83% among 200,000 | AID 2205;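 active means plate Z-score above 3 for both tubulin-high and condensed-nucleus cell shares, with cell loss under 80%, at 10 µM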;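 further: anti alpha tubulin signal scored within the nucleus-defined area of each cell; some results filed as inactive read as strong as hits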
Dynein cargo inh: blocks dynein driven cargo transport along microtubules. 3617.4 mouse cells, GR-EGFP nuclear translocation imaging; test concentration mostly 20 µM; stimulated with dexamethasone, 1 µM; active compounds read low. z-score, hits read low. hit rate 0.47% among 220,000. AID 1381;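 active means plate z-score of nuclear minus cytoplasmic receptor signal below a set negative limit, without overly bright fluorescence or cell loss, cut at about -3.5 in these data, passing the limit was not always enough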;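 further: z-score of nuclear minus cytoplasmic ring GR-EGFP intensity difference per well; some compounds called inactive have numbers as strong as hits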
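Buffer or medium: Induction medium lacking tetracycline, stripped serum | Also added: Dexamethasone agonist, 1.0 µM final, for 30 min | Timing: 48 h induction, 1 h compound, 30 min dex at 37 °C | Detection: Formaldehyde fixation, Hoechst nuclear stain, 10x automated fluorescence imaging | Measure: Nuclear versus cytoplasmic GR-EGFP signal, averaged per well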
Ins promoter up: MIN6 insulin promoter up-regulation; MIN6 insulin promoter-GFP reporter, high-content imaging; active compounds read high; z-score at 5 µM; hit rate 0.3% among 190,000; AID 1625;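 active means z-score above 3 at 5 µM with at least 500 cells counted in the well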
WT yeast gro inh mutant strain: also measured in WT yeast gro inh; calls as there; inhibition, %; mitochondrial fusion phenotypic screen, mutant strain inhibition
Dynein cargo inh cytoplasmic EGFP: second read-out of Dynein cargo inh, no call of its own (marks repeat the call); z-score; measured here: cytoplasmic GR-EGFP intensity; active compounds read high
Dynein cargo inh nuclear GR-EGFP: also measured in Dynein cargo inh; calls as there; z-score; measured here: nuclear GR-EGFP intensity;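 lower value marks the stronger effect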
Dynein cargo inh cell count: second read-out of Dynein cargo inh, no call of its own (marks repeat the call); z-score; measured here: cell count per field
Ins promoter up cell count: recorded beside Ins promoter up, whose call it bears; cell count; measured here: cytotoxicity, nuclei count;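 total cells summed across four imaged fields per well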
Lipid droplet cells 6.5 µM: second read-out of Lipid droplet, no call of its own (marks repeat the call); cell count; measured here: cell count, cytotoxicity flag;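 cells counted across two imaged fields per well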
bCat nuc transl cell count 5 µM: second read-out of bCat nuc transl, no call of its own (marks repeat the call); cell count; measured here: cell count, cytotoxicity flag
MT stabilizer Hoechst-high %: recorded beside MT stabilizer, whose call it bears; % Hoechst-high responders; measured here: nuclear condensation Hoechst responders;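 share of cells brighter than vehicle mean plus two SD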
MT stabilizer cytotoxicity %: further read-out of MT stabilizer, marked with its call; toxicity, %; measured here: cytotoxicity by cell density;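 0% = mean cell density of plate MIN control wells and 100% = no cells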
Autophagy HCS cell loss 18 h: further read-out of Autophagy HCS, marked with its call; toxicity, %; measured here: cell loss, nuclei count;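 cell loss after 18 h compound exposure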
* hit, by the source's call; i = inactive; x = no result given. No enrichment for hits. Share with any hit: about 4%.

SMILES	CSM14.1 death rescue	Lipid droplet	Lipid droplet cells 6.5 µM	XIAP displacement	bCat nuc transl	bCat nuc transl cell count 5 µM	WT yeast gro inh	WT yeast gro inh mutant strain	Autophagy HCS	Autophagy HCS cell loss 18 h	MT stabilizer	MT stabilizer Hoechst-high %	MT stabilizer cytotoxicity %	Dynein cargo inh	Dynein cargo inh cytoplasmic EGFP	Dynein cargo inh nuclear GR-EGFP	Dynein cargo inh cell count	Ins promoter up	Ins promoter up cell count
Cc1cc(C(F)(F)F)c2c(=O)[nH]c(=O)n(Cc3ccccc3)c2n1	-0.1%	x	x	0.4%	2.1	1106	2	-1	i	0	1.5	1.4	5.0	-0.8	-0.17	-0.48	1.2	-0.24	1121
Cc1ccc(C(=O)CSc2nc3cc(S(=O)(=O)N4CCOCC4)ccc3o2)cc1	3.3%	x	x	-1.0%	-2.1	1136	0	-2	i	-11	4.3	2.9	6.7	-0.95	-0.13	-0.13	0.43	-0.09	1091
O=C(c1cnsn1)N1CCN(c2ccccn2)CC1	3.6%	1	792	-2.8%	1.7	1165	-2	-6	i	-5	3.2	1.7	8.5	-0.13	0.72	-0.036	0.28	0.01	1009
Cc1cc([N+](=O)[O-])nn1Cc1ccc(C(=O)N/N=C/c2ccc(O)cc2O)cc1	-1.6%	5	725	1.0%	1.0	677	-5	8	i	10	3.7	2.1	8.7	2.6	-0.16	1.5	-2	0.1	1198
Cc1cc(/C=N/n2cnnc2)c(C)n1-c1cccc(C(=O)O)c1	-1.7%	x	x	-6.5%	-4.5	997	-26	-20	i	10	6.0	1.7	1.4	2	-0.3	1.2	-1.2	4.2*	1240*
O=C1CCCC2=C1C(c1ccccc1)C1=C(CCCC1=O)O2	-0.4%	x	x	-1.9%	1.1	1137	x	x	x	x	x	x	x	x	x	x	x	-0.28	1225
CC(C)CC(=O)N1CCC(O)(CS(=O)(=O)Cc2ccccc2)CC1	0.2%	x	x	-1.9%	x	x	11	9	i	-6	1.4	1.4	7.0	-0.23	-0.23	-0.65	0.88	x	x
Cc1ccccc1OCC(=O)Nc1ccc2c(c1)Cc1ccccc1-2	-2.8%	x	x	-1.8%	2.7	1400	10	-3	i	9	2.5	1.1	4.0	1.5	0.26	0.94	-1.9	-0.71	1182
O=C(NCc1nnc(SCC(=O)N2CCCC2)o1)c1ccco1	2.8%	-1	741	-13%	-0.8	1112	-16	4	i	-15	1.9	2.8	6.1	-0.43	-0.19	-0.27	0.55	-1.2	1356
O=C(CCC(=O)Nc1ccc(F)cc1)N/N=C/c1cc([N+](=O)[O-])ccc1O	-1.3%	2	643	-9.0%	-1.3	1003	-9	-11	i	-6	4.1	1.7	3.5	1.3	-0.31	0.67	-0.6	x	x
CN(Cc1nc2ccc(Cl)cc2[nH]1)Cc1nc(-c2cnccn2)no1	-0.8%	0	708	-1.0%	0.1	1032	15	9	i	6	3.0	2.0	3.7	-0.13	-0.21	0.16	-0.75	x	x
COc1ccc(CCNC(=O)COc2ncnc3ccccc23)cc1	-0.2%	-12	670	-2.2%	-4.1	1103	-3	-13	i	-7	2.9	1.9	0.8	-0.17	-0.16	-0.009	0.93	-0.3	1301
O=C(O)CCCCCN1C(=O)CSC1=S	-0.3%	x	x	-1.6%	-3.9	968	-18	-21	i	-14	1.8	1.4	6.7	-0.69	-0.21	-0.18	1	0.28	1593
O=C(c1ccc(F)cc1)C1CCN(S(=O)(=O)c2ccccc2)CC1	0.5%	-25	696	-6.6%	-0.4	1079	10	5	i	4	2.0	1.4	5.6	1.3	-0.18	0.63	-0.72	-0.52	1524
Cc1ccc(OCC(=O)N/N=C/C=C/c2ccco2)cc1	-3.8%	x	x	-0.3%	1.9	1412	10	6	i	-16	2.1	1.5	3.2	-0.4	-0.029	0.1	0.19	0.16	1682
Cc1ccc(-c2nnn(CC(=O)NCc3ccccc3)n2)c(-n2cnnn2)c1	-1.1%	-2	612	-5.2%	-4.9	1140	-1	5	i	18	3.2	2.2	11	-0.33	-0.15	-0.22	1.5	0.31	1857
CCn1c(COc2cccc(C)c2C)nnc1SCC(=O)N1CCN(c2ccc(OC)cc2)CC1	-0.9%	x	x	-1.2%	-1.7	861	5	15	i	-11	5.2	2.8	4.0	-0.2	-0.45	0.31	-0.62	-0.02	1202
Cc1cc(-c2nnc3n2N=C(c2ccc(-c4ccccc4)cc2)CS3)n[nH]1	-2.1%	x	x	-7.1%	-3.1	1446	17	6	i	-13	8.0	3.9	8.6	-0.25	-0.29	0.18	-0.02	0.96	1011
COc1ccc(C2CC(c3cc(Br)ccc3F)n3nnnc3N2)cc1 (stereo not drawn)	0.8%	0	804	1.6%	-1.1	1152	12	17	i	14	4.9	2.2	9.7	-0.82	-0.21	-0.071	0.15	0.13	1299
O=C(Nc1ccccc1-c1ccccc1)NC1CC2CCCC(C1)N2Cc1ccc(F)cc1 (stereo not drawn)	3.2%	-5	708	-15%	0.2	1402	-6	-13	i	-21	3.4	2.0	12	0.29	-0.28	-0.37	0.77	-0.33	1429
S=c1[nH]nc(COc2cccc(Cl)c2)n1Cc1ccccc1	-1.2%	x	x	0.4%	-0.1	1537	73*	41*	i	12	1.5	1.5	7.2	0.16	-0.14	0.42	-0.25	-0.3	1496
Cc1cc[n+]2n1CC(O)C2 (stereo not drawn)	x	2	674	x	0.6	1298	x	x	x	x	x	x	x	0.5	-0.12	0.58	-0.33	0.21	1138
c1ccc(-c2ncc(CSc3nncn3-c3ccccc3)s2)cc1	-1.1%	-6	701	2.9%	x	x	1	-7	i	-1	3.3	1.5	3.1	-0.7	-0.29	-0.42	0.52	0.89	877
Cc1ccc(C)c(Nc2ncnc(N)c2[N+](=O)[O-])c1	-0.6%	24	748	-7.3%	-0.4	453	-8	-9	i	-1	2.7	2.2	1.9	0.24	-0.0051	0.92	-0.92	0.65	1040
CSc1ccc(-c2nc(CSCC(=O)NCCCN3CCOCC3)c(C)o2)cc1	-0.2%	13	824	-4.1%	x	x	-7	-7	i	1	1.3	1.3	8.5	1.3	2.3	1.4	-1.3	-0.65	909

(next part)
SMILES	CSM14.1 death rescue	Lipid droplet	Lipid droplet cells 6.5 µM	XIAP displacement	bCat nuc transl	bCat nuc transl cell count 5 µM	WT yeast gro inh	WT yeast gro inh mutant strain	Autophagy HCS	Autophagy HCS cell loss 18 h	MT stabilizer	MT stabilizer Hoechst-high %	MT stabilizer cytotoxicity %	Dynein cargo inh	Dynein cargo inh cytoplasmic EGFP	Dynein cargo inh nuclear GR-EGFP	Dynein cargo inh cell count	Ins promoter up	Ins promoter up cell count
O=S1(=O)C=CC(Nc2cccc(Cl)c2)C1 (stereo not drawn)	-2.4%	-13	593	1.6%	-0.2	1075	-8	2	i	1	1.9	1.7	2.1	-0.66	-0.21	-0.46	-0.27	x	x
COC(=O)Cc1ccc(NC(=O)c2ccc(NC(=O)c3ccco3)cc2)cc1	-0.8%	3	687	-6.0%	1.4	1118	0	5	i	12	3.4	1.9	5.4	-1.7	0.63	-0.86	1.1	-0.32	1220
COc1cccc(-n2c(SCC(=O)NC3CCCCC3)nc3n[nH]c(C)c3c2=N)c1	-2.1%	x	x	-7.2%	2.4	1426	-14	-5	i	5	18*	11*	63*	-0.66	-0.19	-0.31	1.1	-0.22	1190
CCn1c(COc2ccccc2C)nnc1SCC(=O)Nc1cc(C)on1	1.0%	x	x	-6.9%	-5.5	1005	0	-10	i	21	1.5	2.1	8.5	-0.53	-0.18	-0.26	0.52	0.24	1135
CC(=O)c1c(N2CCCCC2)nc(=O)n(-c2ccccc2)c1C	-3.2%	16	656	-4.4%	-0.7	1097	-23	-62	i	12	5.1	2.6	4.8	-0.49	-0.29	0.076	0.12	0.62	1944
Cc1c(Br)c(O)c(Br)c2sc(=O)oc12	x	4	700	x	-4.2	1209	x	x	x	x	x	x	x	-0.66	-0.23	-0.51	0.39	-0.11	1396
NC(=O)c1ccccc1OCCOCCOCCOc1ccccc1C(N)=O	-1.2%	-9	652	-3.4%	x	x	16	5	i	3	3.1	2.4	7.3	-0.83	-0.22	-0.17	-1.2	x	x
O=C(CSc1nccn1-c1cccc(Cl)c1)NC1CCCC1	-3.1%	-23	719	-3.8%	-0.5	1280	4	21	i	-7	3.3	1.3	0.9	-0.26	-0.23	-0.059	-0.74	0.12	1215
Cc1nn(-c2ccccc2)c(N2CCCC2)c1/C=N/NC(=O)C1CC1	1.0%	11	721	-5.3%	-1.0	1068	8	13	i	-3	3.1	1.5	13	1.2	-0.17	0.16	0.38	-0.28	1310
COc1ccc(OC)c(/C=C/C(=O)OCC(=O)c2c(N)n(C)c(=O)n(C)c2=O)c1	-1.3%	-1	665	-5.1%	1.1	1404	-39	15	i	-3	1.8	2.8	3.3	-0.054	-0.2	-0.26	0.63	x	x

Bioassay records (PubChem)
